Bioassay records from PubChem.
KLK5 inh: human KLK5 protease inhibitors, primary screen, biochemical, 1536-well. inhibition, % at 5 µM. hit rate 0.59% among 210,000. recombinant hK5, fluorogenic AMC substrate cleavage. Kallikrein-5 (Homo sapiens), Q9Y337;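 active = inhibition of 40% or more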;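 note: 0% = enzyme controls without compound and 100% = no-enzyme blanks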
Target sequence (Q9Y337 67-293 limits assumed): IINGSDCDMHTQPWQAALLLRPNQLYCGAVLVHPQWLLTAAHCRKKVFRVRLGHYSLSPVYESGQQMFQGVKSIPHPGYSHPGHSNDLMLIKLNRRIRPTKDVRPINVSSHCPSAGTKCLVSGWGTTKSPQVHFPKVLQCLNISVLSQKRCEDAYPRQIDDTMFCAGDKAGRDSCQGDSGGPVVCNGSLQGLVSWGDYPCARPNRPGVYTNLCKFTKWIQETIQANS
14-3-3 Bad PPI: inhibitors of 14-3-3 zeta/Bad binding, primary screen, biochemical, TR-FRET, bovine 14-3-3 zeta; hit rate 0.71% among 220,000; inhibition, % at 21.7 µM; 14-3-3 protein zeta/delta (Bos taurus), P63103; TR-FRET 14-3-3zeta/Dy647-pBad peptide displacement, 1 h;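 active = inhibition above about 70%, limit read from the data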;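 note: 0% = full 14-3-3 plus peptide FRET controls and 100% = background without 14-3-3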
Target sequence (P63103 whole entry, looked up): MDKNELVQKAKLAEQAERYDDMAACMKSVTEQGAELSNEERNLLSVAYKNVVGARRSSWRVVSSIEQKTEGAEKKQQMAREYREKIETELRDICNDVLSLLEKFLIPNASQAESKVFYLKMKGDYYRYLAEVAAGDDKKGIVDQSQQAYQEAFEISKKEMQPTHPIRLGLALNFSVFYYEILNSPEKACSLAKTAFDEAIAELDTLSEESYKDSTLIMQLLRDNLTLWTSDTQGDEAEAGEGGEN
NCF1 inh: p47phox/p22phox peptide binding inhibitors, primary screen, biochemical, uHTS, NADPH oxidase regulatory subunit | Neutrophil cytosol factor 1 (Homo sapiens), P14598 | fluorescence polarization, 2 h | inhibition, % at 24.7 µM | hit rate 0.53% among 220,000 | AID 1274, 2008;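 note: 0% = p47phox with labelled peptide and 100% = labelled peptide alone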
Cl transport mod: KCC2 cotransporter modulators, thallium flux, primary screen, cell-based, HEK293 KCC2, FluoZin-2 fluorescence, MLSMR; Solute carrier family 12 member 5 (Homo sapiens), Q9H2X9; KCC2 cells, thallium flux FluoZin-2 fluorescence; B-score of Tl+ flux slope (higher = more flux/activation; lower = inhibition) at 10 µM; hit rate 2.2% among 190,000; AID 1456, 2008;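 active = thallium flux slope and its plate-corrected score both differing from the plate sample mean at a set confidence after two filtering rounds, in either direction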;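 note: slope of fluorescence scaled to starting intensity during 10 to 20 s after thallium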
Thrombin inh: human alpha-thrombin inhibitors, primary screen, counter-screen for coagulation protease inhibitor project, biochemical, 1536-well, fluorogenic AMC substrate | hit rate 0.26% among 220,000 | Boc-VPR-AMC fluorogenic substrate cleavage | inhibition, % at 5 µM | Prothrombin (Homo sapiens), P00734 | AID 1046, 2008;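 active = inhibition at or above 40%; inactive = inhibition below 40%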;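 note: 0% = enzyme with no compound and 100% = wells without enzyme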
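System – human alpha-thrombin protein · Reagent – Boc-VPR-AMC substrate, 15 µM final · Compound – 5 µM single dose in 0.2% DMSO · Schedule – reaction at room temperature · Technique – AMC fluorescence at 355 nm excitation and 460 nm emission · Read-out basis – % inhibition relative to enzyme controls and enzyme-free blanks · Control set – no-compound enzyme wells and no-enzyme blanks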
Furin inhibitor: human furin inhibitors, primary screen, biochemical, fluorescence intensity; inhibition, % at 30 µM; purified furin, fluorogenic substrate cleavage; hit rate 0.061% among 220,000; P09958; AID 463115, 2010; in the data active = inhibition above about 25%; note: inactives centre near -15
Rad51 HR inh: human RAD51 strand exchange inhibitors, primary screen, biochemical, fluorescence; hit rate 0.085% among 200,000; inhibition, % at 10 µM; AID 1385, 2008; DNA repair protein RAD51 homolog 1 (Homo sapiens), Q06609; hRad51 DNA strand exchange, fluorescence dequenching;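 active = inhibition above 40% at the single screening dose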;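 note: 0% = DMSO control wells and 100% = blanks with heterologous ssDNA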
Target sequence (Q06609 whole entry, looked up): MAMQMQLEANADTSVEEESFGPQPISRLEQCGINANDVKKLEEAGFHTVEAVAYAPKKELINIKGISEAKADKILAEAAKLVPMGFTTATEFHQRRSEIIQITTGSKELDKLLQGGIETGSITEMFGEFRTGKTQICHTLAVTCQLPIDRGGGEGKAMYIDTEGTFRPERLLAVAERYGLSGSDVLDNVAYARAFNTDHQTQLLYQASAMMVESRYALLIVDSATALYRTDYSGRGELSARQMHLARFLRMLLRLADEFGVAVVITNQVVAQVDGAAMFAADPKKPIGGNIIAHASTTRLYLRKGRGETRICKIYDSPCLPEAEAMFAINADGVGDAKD
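Test system: preformed human Rad51 ssDNA filaments. Compound dosing: single dose, 10 µM final compound. Incubation: filaments 15 min 37 °C, then compound 30 min. Technique: FRET fluorescence dequenching, excitation 485 nm, emission 520 nm. Read-out basis: percent inhibition from fluorescence, normalised to plate control and blank means. Benchmarks: plate controls and plate blanks.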
eIF4E-4G inh: eIF4E–eIF4G protein interaction inhibitors, primary screen, biochemical, uHTS, TR-FRET, eIF4GI fragment | hit rate 0.37% among 220,000 | Eukaryotic translation initiation factor 4E (Mus musculus) + Eukaryotic translation … | AID 782, 2007 | TR-FRET eIF4E-eIF4GI(517-606) binding, 2 h | inhibition, % at 21.7 µM;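 note: 0% = full FRET control wells and 100% = background wells lacking eIF4GI fragment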
EBV gp42 block: Epstein-Barr virus gp42 inhibitors, primary screen, biochemical, uHTS, fluorescence polarization | AID 1085, 2008 | Fluorescence polarization binding assay, mP read-out | hit rate 0.42% among 220,000 | Glycoprotein 42 (Epstein-Barr virus (strain AG876)), Q1HVG2 | inhibition, % (tested at 21.74 µM); in the data active = inhibition above about 50%
Target sequence (Q1HVG2 whole entry, looked up): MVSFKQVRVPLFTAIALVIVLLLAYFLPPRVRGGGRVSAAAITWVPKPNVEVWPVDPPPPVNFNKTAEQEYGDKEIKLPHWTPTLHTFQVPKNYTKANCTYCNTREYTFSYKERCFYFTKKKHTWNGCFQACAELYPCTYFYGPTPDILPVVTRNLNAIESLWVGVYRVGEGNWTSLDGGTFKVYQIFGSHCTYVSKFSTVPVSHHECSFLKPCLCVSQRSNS
The depositor's hits bear a star; i = inactive; nt = no result given; [ ] = remark or other dose.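 Rule for the calls, unless noted: active = inhibition above about 30% (limit read from the data); inactive = the rest.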 Compounds were not picked by outcome (roughly 4.7% active in at least one column).

SMILES	KLK5 inh	14-3-3 Bad PPI	NCF1 inh	Cl transport mod	Thrombin inh	Furin inhibitor	Rad51 HR inh	eIF4E-4G inh	EBV gp42 block
CC(C)COC(=O)NCC12C=CC(O1)C1C(=O)N(c3ccc(Cl)cc3)C(=O)C12 (stereo not drawn)	2	1	-1	0.05	-7	-11	2	0	-14
O=C(Nc1ccc2ccccc2c1)N1CCN(c2ncccc2C(F)(F)F)CC1	-3	-3[fluorescence artefact?]	-13	-2.1	-5	-5	6	-3	-23
COC(=O)C1C2C=CC3(CN(CCc4ccccc4)C(=O)C13)O2 (stereo not drawn)	-7	-5	3	1.2	-6	-15[20 µM]	-2	-1[fluorescence artefact?]	-9
Cc1ccc(CNC(=O)C(=O)NCC2CCCO2)cc1 (stereo not drawn)	-3	-5	-14	1.3	3	-10[20 µM]	2	-3	-8
O=C(COC(=O)C1=COCCO1)Nc1cc(S(=O)(=O)N2CCCCC2)ccc1Cl	-3	-8	11	-0.12	-1	-27	-1	-5	-5
Brc1cccc(/C=N/Nc2nn[nH]n2)c1	40	-8	-6	0.024	18	-3	5	-2	-4
O=C(c1ccc(F)cc1)n1c(NCc2ccccc2)n[nH]c1=S	34	3	13	1.9	9	-1	nt	0	5
CC(Oc1ccc(Cl)cc1Cl)C(=O)/C=C/N(C)C (stereo not drawn)	-17	-6	-8	-0.42	5	-7[20 µM]	-5	10	-3
O=C(Nc1ccc(Cl)cc1)N1CCN(c2ncccn2)CC1	-10	-4	-7	0.029	-9	-19	11	-1	-16
Cc1ccc(-n2c([C@@H]3C[C@H]3c3ccccc3)n[nH]c2=S)cc1	-1	3	4	1.5	-4	-19	-2	-5	-21
NC(=O)c1nn(-c2cccc(Cl)c2)c(=O)cc1O	1	7	-13	-0.18	-4	6[20 µM]	3	-1[fluorescence artefact?]	-9
Cc1ccc(-n2nnnc2SCc2nc3sc(C)c(C)c3c(=O)[nH]2)cc1	7	11[fluorescence artefact?]	-83	1.5	-1	-11	-10	-2	-97

Continued, overlapping the part above by two compounds.
SMILES	KLK5 inh	14-3-3 Bad PPI	NCF1 inh	Cl transport mod	Thrombin inh	Furin inhibitor	Rad51 HR inh	eIF4E-4G inh	EBV gp42 block
NC(=O)c1nn(-c2cccc(Cl)c2)c(=O)cc1O	1	7	-13	-0.18	-4	6[20 µM]	3	-1[fluorescence artefact?]	-9
Cc1ccc(-n2nnnc2SCc2nc3sc(C)c(C)c3c(=O)[nH]2)cc1	7	11[fluorescence artefact?]	-83	1.5	-1	-11	-10	-2	-97
CC(C)=Cc1oc2ccc([N+](=O)[O-])cc2c1N1CC(C)OC(C)C1 (stereo not drawn)	-1	-4	0	0.012	3	-23	3	2	-16
CN(C)c1ccc(/C=C/c2cc[n+](C)cc2)cc1	-3	4[fluorescence artefact?]	-131	-1.7	7	-5[20 µM]	1	-2[fluorescence artefact?]	-91
CC1(C)C(c2ccccc2)=NC(c2ccccc2)N1O (stereo not drawn)	-6	-2[fluorescence artefact?]	3	1.6	-6	-15[20 µM]	-4	-17[fluorescence artefact?]	27
COc1cccc(-n2c(CNC(=O)OC(C)(C)C)n[nH]c2=S)c1	-16	-7	-14	0.097	-9	-10	5	-4	-3
Cc1ccc(C(=O)NCCN2CCCC2)cc1	-8	-3	-19	0.3	4	-22[20 µM]	5	-5[fluorescence artefact?]	-22
CCCCOc1cccc(NC(=O)CSc2nccn2C)c1	27	-2	-13	0.19	18	-13[20 µM]	-2	3	-3
O=C(NCc1ccncc1)C(=O)Nc1nc2ccccc2s1	nt	-2	1	0.7	4	-7	nt	2	-9
O=C(OCc1cc2ccccc2[nH]c1=O)C1CCCO1 (stereo not drawn)	-5	-5	0	i	0	-7	-6	-2	-9
COc1ccc(OC)c(NC(=O)Nc2nnc(N3CCCCC3C)s2)c1 (stereo not drawn)	1	12	-10	-0.66	1	-11	9	-1	-13
Cc1cc(=O)oc(C)c1C(=O)NC1CCCCCCC1	2	-8	-6	-1.2	nt	-16	0	0	-2
CC(=O)c1sc(NC(=O)c2cccnc2Cl)nc1C	7	-6	-2	-0.85	-2	-27	4	1	-13
Cc1ccc2oc(=O)c3cnn(CC(=O)N4CCN(c5ccccc5)CC4)c3c2c1	-1	-9	-4	nt	-8	-3	-2	-1	-7
COc1ccc(CCNC(=O)COC(=O)/C=C/c2ccc(OC)c(OC)c2)cc1	-12	0[fluorescence artefact?]	-12	-0.18	-11	-10	-3	-6[fluorescence artefact?]	-6
CCN1CCC(C(N)=O)CC1	-25	8[fluorescence artefact?]	0	0.9	-7	-7[20 µM]	11	-13	-17
Cc1ccc(CNc2nc(N)c([N+](=O)[O-])c(Nc3ccc(F)cc3)n2)cc1	32	3	5	nt	-3	-12[20 µM]	-2	-8	-6
CCCC(=O)c1cc(F)c(N2CCOCC2)cc1C	1	13	-2	nt	2	-21	-1	2	-8
COc1cccc(C2N(c3cccc(Cl)c3)C(=O)C3CCCN32)c1 (stereo not drawn)	-9	13	-8	-0.15	-2	-13	4	-3	-14
CC1CCC(NCc2ccco2)CC1 (stereo not drawn)	0	-15	-8	-2.2	-6	-18[20 µM]	3	-15	-7
CCN(CC)S(=O)(=O)c1cccc(N2CC(O)=C(c3ccccc3)C2=N)c1	-4	-4	-23	0.25	-2	-14	7	-6	-2
CC(=O)N1CCN(c2ccc(NCc3cccs3)cc2)CC1	-2	2	-4	-0.51	-1	-26[20 µM]	-1	-7	-34
Cc1c(C(=O)NCc2cccnc2)oc2ccccc12	-1	2	-5	nt	-3	-18	-1	4	-15
Cn1c(=O)c2c(nc(CN3CCC(Cc4ccccc4)CC3)n2CCN2CCOCC2)n(C)c1=O	-6	14[fluorescence artefact?]	-21	-0.097	0	-19	1	-3	-7
COc1ccc(NC(=O)c2nc(C)c(C3(C)CC(c4cccnc4)=NO3)s2)cc1 (stereo not drawn)	2	-3	-8	0.69	2	-23	2	-1	-1
O=C(O)CCCCCNS(=O)(=O)c1ccc(Cl)cc1	-5	1	-1	nt	-1	-10	-3	6	-10
CCn1c(COc2cccc3ccccc23)nnc1SCC(N)=O	16	1	-5	-0.057	-1	-21[20 µM]	1	0	-2
COC(=O)c1c(C)nc(C)c(C(=O)OC)c1-c1cccs1	-1	-19	-2	-0.64	-6	-25	-3	-1	-4
O=c1c(C=NCCCO)c(-c2ccccc2)[nH]n1-c1nc2ccccc2s1	0	71*	-30	-0.91	-5	-4	0	0	4
CC(=O)NC(Cc1c[nH]c2ccccc12)C(=O)OCC(=O)Nc1cc(C)on1 (stereo not drawn)	0	-10	-16	-0.91	-7	13[20 µM]	3	-5	-3
Cc1ccc(CCC2C3=C(CCCC3=O)OC3=C2C(=O)CCC3)cc1	-26	3[fluorescence artefact?]	-16	-2.7	-8	-24[20 µM]	6	-1[fluorescence artefact?]	-1
CCc1ccc(OCCCC(=O)Nc2ccc(N3CCOCC3)cc2)cc1	4	-4	8	0.075	-4	-31	4	4	-13
CCn1c2ccccc2c2cc(NC(=O)CNC)ccc21	-3	14	16	0.017	-15	-10	nt	-4	1
CC(C)CN(C(=O)COC(=O)Cn1cnc2ccccc2c1=O)C1CCS(=O)(=O)C1 (stereo not drawn)	-20	-10	-11	0.36	-2	-29	-3	1	-21
Clc1ccc(Cl)c(-c2ccc(/C=N/c3ncn[nH]3)o2)c1	10	8	-4	-1	5	-26	2	4	-3
Oc1ccccc1N=Cc1c(O)ccc2oc3c(c12)CCCC3	-7	-4	-58	-0.026	-2	-5	-43	3	37
O=C(NC1CCN(C(=O)C2CCCCC2)CC1)c1ccccc1	-2	-6	-2	nt	-5	-20	-4	-2	-11
Cc1ccc(-n2c(C)c([N+](=O)[O-])c3ccc(O)cc32)cc1	3	11	3	0.45	0	-38	-2	15	-18
CC1=C(C(N)=O)C(c2ccco2)C(C(N)=O)=C(C)N1	-14	27	5	1	-2	-14	-6	6	-10
Cc1cc(C)c2c(n1)sc1c(=O)n(-c3ccccc3)c(=O)[nH]c12	-15	33	-12	0.97	1	-24	nt	0	-7
Cc1ccc(NC(=O)C2CCN(c3nc(C)cc(C)n3)CC2)cc1	-2	1	-10	-0.18	-9	-17	-3	1	-22
N#Cc1nc(COc2ccc(Cl)cc2)oc1NCc1ccc2c(c1)OCO2	-19	6	-14	nt	-12	-21[20 µM]	7	5	-13
COC(=O)C1=C(C(=O)OC)[C@@H]2N(C)c3ccccc3[C@@]23C[C@@H](C(=O)OC)N(C(=O)CC(C)C)C3=N1	2	1	-19	-1	-2	-19	0	1	-6
CCN=c1sc(C(=O)Nc2ccccc2)c(C)n1CC	-16	-8	-12	0.47	5	-22	9	-1	-2
CC(=O)Nc1nc(CCC(C)C)cc2c1c(=O)oc1ccccc12	-6	-1	2	nt	-6	-19[20 µM]	3	-2	-10
Cn1c(=O)c2c(ncn2CC(=O)OCC(=O)NC(c2ccccc2)c2ccccc2)n(C)c1=O	-35	-4	-5	-0.15	-8	-18	nt	-1[fluorescence artefact?]	-4
CCN1C=CC2=C(C#N)C(N)C(C#N)(C#N)C(c3ccccc3C(F)(F)F)C2C1 (stereo not drawn)	-10	-9	-23	0.011	-4	-22[20 µM]	-28	-6	34
Cc1cccc(NC(=O)CCN2CCOCC2)c1	-25	-3	-6	nt	3	-10	3	-12	-4
CCCCC(=O)N/N=C(/C)C1=C(C)C(C)(C)OC1=O	-1	-11	-3	nt	-6	-10	-2	2	2
O=C(Nc1cccc2cccnc12)c1ccc(Br)o1	14	12	-25	0.18	-1	-7[20 µM]	nt	2	-4
CC(=O)c1ccc(S(=O)(=O)N2CCN(C)CC2)cc1	-1	10	-5	0.61	-5	-9	-5	-3	-4
CCc1c(C)nc2ncnn2c1N1CCCC(C(=O)Nc2cc(F)ccc2C)C1 (stereo not drawn)	-2	-4	0	0.72	0	-10[20 µM]	4	-22	-17
CC(C)c1ccc(OCC(=O)N(Cc2ccccc2)c2ccccn2)cc1	-10	-11	-8	-2	-6	-15	2	13[fluorescence artefact?]	2
CCn1c(C)nc2c(=O)oc3ccccc3c21	9	4	-12	0.21	5	-8	4	-8	-14
CCN(CC)CCNC(=O)Cn1nc(-c2ccccc2)c2ccccc2c1=O	-7	-1	-9	nt	0	-15	-2	-12	-22
COc1cc2c(C(=O)NCCCN3CC(C)CC(C)C3)cn(CC(C)C)c(=O)c2cc1OC (stereo not drawn)	-8	-8	-8	0.82	1	-12	2	-3	-17
O=C(Nc1ccc(Cl)cn1)c1ccc(Br)c(S(=O)(=O)N2CCCCC2)c1	21	4	-5	0.6	3	-2	-3	-3	-4
